# Screening results from PubChem.
# NSD2 HMT inh – NSD2 histone methyltransferase inhibitors, primary screen, biochemical, AlphaScreen, single concentration, set 2; NSD2 peptide methylation, 120 min; AID 743445, 2014; Histone-lysine N-methyltransferase NSD2 (Homo sapiens), O96028; hit rate 0.54% among 310,000; inhibition, % at 12.5 µM; in the data active = inhibition above about 50%
# C-LANA FP – inhibitors of KSHV C-LANA binding to DNA, primary screen, biochemical, fluorescence polarization, FAM-LBS DNA, MBP-C-LANA, single point; Kaposi's sarcoma herpesvirus LANA C-terminal domain (residues 932-1162) DNA binding; hit rate 0.078% among 340,000; inhibition, % at 9 µM;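 active = highest replicate inhibition at or above 60% at 9 µM, even if other replicates fall short; inactive = all replicates below 60% inhibition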;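 also: 0% = neutral control wells and 100% = 4 µM acridine orange control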
# Arrestin-AP2 inh – inhibitors of beta-arrestin/AP2 binding, primary screen, biochemical, GPCR trafficking, flow cytometry; beta-arrestin 1 C-terminal peptide binding to AP2 beta2-adaptin appendage (human); FITC-arrestin peptide / GST-AP2 beads; AP2 beta2 appendage carries R879A mutation; inhibition, % at 10 µM; hit rate 0.31% among 340,000; AID 504490, 2011;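 active = inhibition above a set limit, near 3 SD of compounds lacking own fluorescence, cut at about 54% in these data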;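 also: plate controls were DMSO wells for no effect and 5 µM unlabelled arrestin peptide for full effect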
#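 System: GST-AP2 R879A bound to glutathione beads, E. coli-expressed. Also added: 50 nM FITC-arrestin peptide. Schedule: compound with beads 12 min RT, then probe 1 h RT. Signal: bead flow cytometry, FITC channel. Read-out basis: percent response.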
# Keap1-Nrf2 PPI – Keap1-Nrf2 protein-protein interaction inhibitors, primary screen, biochemical, fluorescence polarization, single point; Kelch-like ECH-associated protein 1 (Homo sapiens), Q14145; Keap1 Kelch-Nrf2 peptide fluorescence polarization, 1536-well; inhibition, % at 9.4 µM; hit rate 0.15% among 340,000; in the data active = inhibition above about 12%;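 also: human Keap1 Kelch domain with fluorescein labeled Nrf2 9mer peptide probe; 0% = neutral control wells and 100% = peptide positive control; higher means more block of Keap1 binding to Nrf2 peptide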
# Target sequence (Q14145 whole entry, looked up, the tested form may be a part): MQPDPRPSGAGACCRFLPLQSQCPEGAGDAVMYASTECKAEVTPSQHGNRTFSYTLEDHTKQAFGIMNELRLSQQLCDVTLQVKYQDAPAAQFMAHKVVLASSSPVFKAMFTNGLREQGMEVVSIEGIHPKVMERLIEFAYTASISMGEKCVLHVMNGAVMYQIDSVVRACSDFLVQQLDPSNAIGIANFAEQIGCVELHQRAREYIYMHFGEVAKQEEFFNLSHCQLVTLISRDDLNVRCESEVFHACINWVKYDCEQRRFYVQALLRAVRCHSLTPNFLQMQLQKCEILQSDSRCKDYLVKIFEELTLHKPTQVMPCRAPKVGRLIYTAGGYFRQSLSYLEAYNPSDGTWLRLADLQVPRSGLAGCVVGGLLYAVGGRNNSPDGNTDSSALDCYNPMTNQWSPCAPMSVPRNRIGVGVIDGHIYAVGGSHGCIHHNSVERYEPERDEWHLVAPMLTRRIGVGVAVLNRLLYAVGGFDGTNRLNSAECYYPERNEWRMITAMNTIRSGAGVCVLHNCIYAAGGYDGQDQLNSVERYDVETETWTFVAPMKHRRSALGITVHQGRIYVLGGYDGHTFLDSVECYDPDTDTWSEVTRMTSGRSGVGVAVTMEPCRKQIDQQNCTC
# SR-BI DiI-HDL act – activators of SR-BI mediated DiI-HDL uptake, primary screen, ldlA[mSR-BI] CHO cells, DiI fluorescence | hit rate 0.096% among 320,000 | 3 h; 100 = double the neutral-control signal | activation, % at 12.5 µM | AID 504775, 2011;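 active = mean replicate activation of at least 60% and every replicate at or above 60%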;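 also: 0% = median plate neutral-control signal and 100% = twice that signal; values of inactives mirror those of a sister screen read the other way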
#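 Material: SR-BI-overexpressing, LDLR-lacking CHO cells | Dosing: Single compound concentration, delivered by pin transfer | Probe or stimulus: Labelled HDL, 10 µg/mL | Signal: Bottom-read cell fluorescence after medium removal, ex 550/em 595 nm | Schedule: 3 h, 37 °C | Evaluation: HDL uptake via cellular fluorescence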
# RTF Ca sens inh – cardiac RTF calcium sensitivity inhibitors, primary screen, biochemical, IANBD-TnC fluorescence, EC70 calcium. Troponin I, cardiac muscle (Homo sapiens) + Troponin T, cardiac muscle (Homo sapiens) + …. IANBD-labeled cardiac RTF, Ca2+ fluorescence. inhibition, % at 7.15 µM. hit rate 0.12% among 340,000;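 active = inhibition above the mean inhibition of all tested compounds plus 3 SD, cut at about 17% in these data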;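 also: assay run at fixed EC70 calcium of 1.6 mM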
# SR-BI HDL uptake – inhibitors of SR-BI mediated HDL lipid uptake, primary screen, ldlA[mSR-BI] cells, fluorescence, single point; ldlA[mSR-BI] CHO cells, DiI-HDL uptake fluorescence, 3 h; inhibition, % at 12.5 µM; hit rate 0.96% among 320,000; Scavenger receptor class B member 1 (Mus musculus), Q61009;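 active = mean replicate inhibition of at least 70% and a set share of replicates each scoring 70 or more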;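 also: 0% = median of neutral control wells and 100% = median of positive control wells; values of inactives mirror those of a sister screen read the other way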
# PKA-R2B activ – activators of PKA-R2B holoenzyme, primary screen, biochemical, fluorescence polarization, Cy5-IP20, human; cAMP-dependent protein kinase catalytic subunit beta (Homo sapiens) + cAMP-dependent …; PKA-R2B holoenzyme dissociation; R2B truncated from residue 108, S112A mutant; 0% DMSO only, 100% 113 µM cGMP; activation, % at 11.4 µM; hit rate 0.079% among 340,000; AID 504700, 2011;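 active = activation above a cutoff set at the mean over all compounds plus 3 SD, cut at about 18% in these data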;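 also: higher means more holoenzyme dissociation and a rise in polarization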
# Target sequence (P31323 whole entry, looked up, other chains not shown, the tested form may be a part): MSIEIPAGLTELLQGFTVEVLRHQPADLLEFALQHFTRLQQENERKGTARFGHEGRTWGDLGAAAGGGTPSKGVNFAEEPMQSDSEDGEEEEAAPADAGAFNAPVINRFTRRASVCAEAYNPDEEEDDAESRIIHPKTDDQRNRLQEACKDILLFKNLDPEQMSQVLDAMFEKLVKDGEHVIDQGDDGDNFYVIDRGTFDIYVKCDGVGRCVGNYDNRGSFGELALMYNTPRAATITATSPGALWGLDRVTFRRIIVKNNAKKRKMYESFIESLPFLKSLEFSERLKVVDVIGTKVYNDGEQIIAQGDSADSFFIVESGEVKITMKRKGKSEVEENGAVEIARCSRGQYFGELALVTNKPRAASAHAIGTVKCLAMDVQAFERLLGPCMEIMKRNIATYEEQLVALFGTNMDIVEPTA
# DAGLB inhibitor – DAGLB lipase inhibitors, primary screen, biochemical, fluorescence, HTS | Diacylglycerol lipase-beta (Homo sapiens), Q8NCG7 | HEK293T DAGLB membrane lysate, EnzChek fluorogenic substrate | inhibition, % at 5.17 µM | hit rate 0.059% among 340,000; in the data active = inhibition above about 34%;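 also: 0% = enzyme with vehicle and 100% = wells lacking enzyme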
# PvdQ inh – P. aeruginosa PvdQ acylase inhibitors, primary screen, biochemical, fluorescence, plate reader and imaging, single point; PvdQ acylase [Pseudomonas aeruginosa LESB58]; purified PvdQ acylase; inhibition, % at 10 µM; hit rate 0.063% among 340,000; in the data active = inhibition above about 30%, passing the limit was not always enough;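 also: 0% = vehicle neutral wells and 100% = reference inhibitor wells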
# Numbers without * were called inactive; x = no result given.
# Every second line gives: NSD2 HMT inh, C-LANA FP, Arrestin-AP2 inh, Keap1-Nrf2 PPI, SR-BI DiI-HDL act, RTF Ca sens inh, SR-BI HDL uptake, PKA-R2B activ, DAGLB inhibitor, PvdQ inh
Cc1ccc(C(=O)N/C(=C\c2cccc([N+](=O)[O-])c2)C(=O)NCc2ccncc2)cc1
  0, 0.2, 37, -1, 9, 13, -9, -3, -3, 5
O=C(COC(=O)c1cc(=O)c2ccccc2o1)Nc1ccc2ccccc2c1
  3, -0.3, 2, 2, 10, -2, -10, -1, -3, -5
CCCCn1c(N)c(N(CC(C)C)C(=O)c2cc(S(=O)(=O)N3CCCCC3)ccc2C)c(=O)[nH]c1=O
  2, 1.4, 23, 0, -3, -9, 3, -10, -1, 0
Cc1ccc[n+](CC(=O)Nc2ccc([N+](=O)[O-])cc2Cl)c1
  1, -1.2, -5, 1, 1, 4, -1, -8, 1, -14
COc1ccccc1OCC(=O)NCC1CCCCC1
  0, 1.2, -3, 3, 2, 0, -2, 1, -5, -3
Cc1nc(C)c(C(=O)Nc2cccc(C)c2C)s1
  -3, 0.8, 24, 4, -12, -16, 12, -3, 3, -5
CCCCCCn1c(N2CCN(c3cccc(Cl)c3)CC2)nc2c1c(=O)[nH]c(=O)n2C
  1, 0.8, 4, -7, 4, 3, -4, -4, 0, -6
Cc1ccc(Nc2ccc([N+](=O)[O-])nc2[N+](=O)[O-])cc1
  0, 0.2, 23, -7, 13, -1, -13, -7, 3, 7
O=C(Nc1nc(-c2ccccn2)cs1)c1cc2ccccc2o1
  x, 0.6, -1, 0, 1, -7, -1, 2, 2, -1
COc1ccc(F)cc1C(=O)C1CCCN(Cc2cn(C)c3ccccc23)C1 (centres undefined)
  9, 1.8, 54*, -3, 0, 13, 0, 4, 0, 0
CCN(CC)S(=O)(=O)c1ccc2[nH]c(=O)c3ccccc3c2c1
  -5, -1.8, 1, -2, -6, -10, 6, -15, -2, 3
O=C(CC1(CC(=O)N2CCOCC2)CCCC1)Nc1ccccc1
  -1, -0.5, 42, 4, 2, 1, -2, -4, 1, 5
COC(=O)CNc1cc(S(=O)(=O)N2CCCCC2)ccc1Oc1ccc(C(=O)OC)cc1
  22, -0.2, 2, -7, -14, 1, 14, -15, 0, -4
CCOc1ccc2c(c1)C(c1ccc(C)o1)=NNC(c1ccncc1)=N2
  2, -1.0, 13, -2, 29, -7, -29, -3, 5, -5
COc1ccccc1C(CNC(=O)c1cccc(S(=O)(=O)Nc2ccc(F)cc2)c1)N(C)C (centres undefined)
  -1, -0.4, 10, 2, -3, -4, 3, -6, -1, -7
COCC(C)n1c(SCc2ccc(C(=O)OC)cc2)nc2ccccc2c1=O (centres undefined)
  -5, -0.3, 0, -2, -9, 6, 9, 0, -11, -3
CC(=O)N1CCc2cc(S(=O)(=O)CCC(=O)Nc3cc(C)cc(C)c3)ccc21
  -1, 0.1, 12, 4, 26, -9, -26, -6, -4, 6
Cc1ccc(SCCNC(=O)c2ccccc2)cc1
  -3, 0.0, 25, 3, -6, -2, 6, 8, -5, -5
O=C(c1ccccc1)N1CCN(C(=O)C23CC4CC(CC(C4)C2)C3)CC1
  -2, -0.1, 27, 0, 56, 2, -56, 1, 1, -3
CCCC(=O)Nc1ccccc1-c1nnn(CC(=O)Nc2ccc(OC)cc2)n1
  -1, -0.3, 4, 3, -37, 2, 37, 2, -2, -5

# Continued.
# Every second line gives: NSD2 HMT inh, C-LANA FP, Arrestin-AP2 inh, Keap1-Nrf2 PPI, SR-BI DiI-HDL act, RTF Ca sens inh, SR-BI HDL uptake, PKA-R2B activ, DAGLB inhibitor, PvdQ inh
Cc1cc(C)c(S(=O)(=O)NCc2cccnc2)c(C)c1
  -1, -0.5, -8, 5, 1, -8, -1, -6, -1, 13
COc1cc(F)ccc1S(=O)(=O)NCc1cccnc1
  1, 1.7, 9, 2, 0, -8, 0, -6, -2, -17
CC1CN/C(=C\C(=O)c2ccc(Cl)cc2)C(=O)N1 (centres undefined)
  -2, -0.5, 6, 1, 7, -5, -7, 5, -1, -5
O=c1[nH]c(C2CCN(S(=O)(=O)c3ccc(S(=O)(=O)NC4CC4)cc3)CC2)nc2c1nnn2Cc1ccccc1
  -2, -0.4, 16, -5, -23, -1, 23, -5, 1, -2
CCSCc1nc(N)nc(NCCc2ccccc2)n1
  1, 0.0, -1, -2, 25, -1, -25, -4, -2, -19
CCn1c(=S)[nH]c2cc(C(=O)OC)ccc2c1=O
  -2, -0.6, -5, -4, 17, 5, -17, -4, -2, 13
COc1ccc(C2C=C(Nc3ccccc3)C(=O)N2c2ccccc2)cc1OC (centres undefined)
  -1, 1.2, 22, -1, 16, -1, -16, -2, -1, -9
COCCNC(=S)Nc1ccc2[nH]c(=O)[nH]c2c1
  1, -1.5, 8, -3, x, 0, x, 0, -1, -4
Nc1nonc1NC(=O)CSc1nc2ccccc2s1
  0, 0.6, 0, -2, x, 1, x, 4, 3, -9
CC1(C)Cn2c(nnc2-c2cccc(O)c2)S1
  2, -0.5, -2, 2, 25, -10, -25, 5, -2, -14
Cc1ccc(CNC(=O)CCCc2cn(C)c3ccccc23)cc1
  -1, -1.0, 4, -4, 14, -5, -14, 13, -14, -14
Cc1c(C(N)=O)c(N)c(C(=O)c2ccccc2)n1-c1ccccc1
  2, 0.4, 5, -2, -15, 5, 15, 0, 2, -11
CCc1nnc(NC(=O)CSc2ccc(-c3ccc(C)cc3)nn2)s1
  -5, -0.4, 12, -4, 14, 4, -14, -8, 1, -13
Cc1cc(N2CCCCC2)ccc1[N+](=O)[O-]
  2, -0.1, -5, 3, -2, -5, 2, -10, -3, 0
O=[N+]([O-])c1nn(-c2ccccc2)[n+]([O-])c1N1CCN(c2ccccc2)CC1
  0, 5.0, 3, -2, -1, -31, 1, 1, -5, -9
CN(c1ccccc1C(=O)Nc1ccc(S(=O)(=O)N2CCOCC2)cc1)S(=O)(=O)c1ccccc1
  -1, 1.9, 29, -1, -14, 0, 14, 0, 2, 1
O=C(Nc1ccc(F)cc1)N(Cc1ccco1)Cc1cc2cc3c(cc2[nH]c1=O)OCO3
  0, -0.1, -7, -8, -18, 9, 18, 1, 6, -8
Cc1cc(NC(=O)c2cc(-c3ccc(C)c(C)c3)nc3ccccc23)no1
  -2, 0.1, -2, -3, -69, -1, 69, -7, -5, -8
CCOC(=O)C(=O)N(Nc1ccccc1C)c1ccccc1C
  -2, -0.7, -3, -5, 23, 5, -23, 0, 0, -16
Cc1ccc(CNC(=O)CCCn2c(=O)c3ccccc3n(CC(=O)NCc3ccco3)c2=O)cc1
  1, -1.5, -1, -5, -5, -3, 5, 0, -1, -17

# Continued:
# Every second line gives: NSD2 HMT inh, C-LANA FP, Arrestin-AP2 inh, Keap1-Nrf2 PPI, SR-BI DiI-HDL act, RTF Ca sens inh, SR-BI HDL uptake, PKA-R2B activ, DAGLB inhibitor, PvdQ inh
FC(F)(F)c1cnc(Oc2ccc(-c3nnco3)cc2)c(Cl)c1
  -2, 0.5, -4, -2, 11, -4, -11, 2, -1, -15
COc1nccnc1NS(=O)(=O)c1ccc(NC(=S)NC(=O)c2ccccc2F)cc1
  2, -1.9, -2, -4, -7, -3, 7, 2, 4, -9
Cn1c(=S)[nH]c2c(c1=O)C(C)(C)Cc1ccccc1-2
  -5, 0.4, 34, 2, 6, -10, -6, -7, -2, -1
O=C(C1CCC1)N1CCN(S(=O)(=O)c2cccc(F)c2)CC1
  -1, -0.7, -16, 3, -6, 8, 6, 1, -1, -6
Cc1ccc2oc(=O)c(-c3ccc(O)cc3)c(C)c2c1
  -1, 0.2, -13, -4, 6, 1, -6, -16, -33, -10
COc1ccc(COC(=O)C2=C(C)NC(=O)NC2c2ccc(OC)cc2)cc1 (centres undefined)
  4, 2.3, -9, -3, -24, -3, 24, -14, 0, -23
COc1cccc(C(=O)COc2ccc3c(C)c(Cc4ccccc4)c(=O)oc3c2)c1
  -2, -0.8, 9, -5, 5, -1, -5, 1, -3, 13
O=[N+]([O-])c1ccc(Cl)cc1N1CCCCC1
  -1, 0.8, 27, 1, -12, -11, 12, -2, 2, 8
O=[N+]([O-])c1ccccc1S(=O)(=O)N1CCN(C2CCN(Cc3ccccc3)CC2)CC1
  3, -1.1, -21, 1, 27, 4, -27, -2, 0, -8
COC(=O)c1cc2c(cc1NC(=O)CSCCc1ccccn1)OCO2
  0, 2.0, 12, 0, -29, -15, 29, -1, 1, -8
O=C(COc1cc(Cl)c(Cl)cc1Cl)NC(=O)Nc1ccc2c(c1)OCCO2
  -2, 1.3, 2, 4, 17, -4, -17, 4, -1, -12

# An excerpt from the list above:
# Every second line gives: NSD2 HMT inh, C-LANA FP, Arrestin-AP2 inh, Keap1-Nrf2 PPI, SR-BI DiI-HDL act, RTF Ca sens inh, SR-BI HDL uptake, PKA-R2B activ, DAGLB inhibitor, PvdQ inh
COc1ccc(COC(=O)C2=C(C)NC(=O)NC2c2ccc(OC)cc2)cc1 (centres undefined)
  4, 2.3, -9, -3, -24, -3, 24, -14, 0, -23
COc1cccc(C(=O)COc2ccc3c(C)c(Cc4ccccc4)c(=O)oc3c2)c1
  -2, -0.8, 9, -5, 5, -1, -5, 1, -3, 13
O=[N+]([O-])c1ccc(Cl)cc1N1CCCCC1
  -1, 0.8, 27, 1, -12, -11, 12, -2, 2, 8
O=[N+]([O-])c1ccccc1S(=O)(=O)N1CCN(C2CCN(Cc3ccccc3)CC2)CC1
  3, -1.1, -21, 1, 27, 4, -27, -2, 0, -8
COC(=O)c1cc2c(cc1NC(=O)CSCCc1ccccn1)OCO2
  0, 2.0, 12, 0, -29, -15, 29, -1, 1, -8
O=C(COc1cc(Cl)c(Cl)cc1Cl)NC(=O)Nc1ccc2c(c1)OCCO2
  -2, 1.3, 2, 4, 17, -4, -17, 4, -1, -12
